Source: PubChem BioAssay (Sanford-Burnham Center for Chemical Genomics)
Rat MKP-3 inhibitors: MKP-3 phosphatase inhibitors, primary screen, biochemical, rat enzyme, in vitro (AID 425). Dual specificity protein phosphatase 6 (Rattus norvegicus). recombinant MKP-3 phosphatase activity, fluorescence; higher % means a stronger effect. one-dose inhibition, % at 20 µM; IC50 in µM for titrated hits. 0.17% of 110,000 active; in the data active means inhibition above about 50%;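 further: plate controls were vehicle for no effect and reference inhibitor for full effect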
Hsp70 displacement: Hsp70 inhibitors, probe displacement, primary screen, biochemical, fluorescence polarization (AID 583); Hsp70 fluorescence polarization probe displacement, mP; higher % means a stronger effect; displacement, % at 20 µM, or IC50 in µM where a hit was titrated; 0.06% of 140,000 active; Heat shock 70 kDa protein 1A (Homo sapiens); in the data active means displacement above about 50%;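 further: plate controls were vehicle for no effect and reference ligand for full effect; a part of the inactive calls stands beside numbers as strong as those of hits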
The depositor's hits bear a star; nt = no result given; & = joins results of further samples.

Sample of the layout (four entries):
SMILES	Rat MKP-3 inhibitors	Hsp70 displacement
COc1ccc(CN2CCN(C(=O)c3cc(OC)c(OC)c(OC)c3)CC2)cc1OC	-7.8%	nt
CCOC(=O)c1ccc(N=CC2=C(O)CC(c3ccccc3)CC2=O)cc1 (stereo not given)	4.3%	-4.0%
COc1ccc(CCNC(=O)CC2Nc3ccccc3NC2=O)cc1 (stereo not given)	-11.9%	-0.1%
CCC1(C)Cc2c(sc3c2c(=O)n(C)c2nnc(SCCc4ccccc4)n32)CO1 (stereo not given)	-5.0%	-4.0%

All compounds of this part, repeating the preview:
SMILES	Rat MKP-3 inhibitors	Hsp70 displacement
COc1ccc(CN2CCN(C(=O)c3cc(OC)c(OC)c(OC)c3)CC2)cc1OC	-7.8%	nt
CCOC(=O)c1ccc(N=CC2=C(O)CC(c3ccccc3)CC2=O)cc1 (stereo not given)	4.3%	-4.0%
COc1ccc(CCNC(=O)CC2Nc3ccccc3NC2=O)cc1 (stereo not given)	-11.9%	-0.1%
CCC1(C)Cc2c(sc3c2c(=O)n(C)c2nnc(SCCc4ccccc4)n32)CO1 (stereo not given)	-5.0%	-4.0%
COc1ccc(C2CC(=O)C3=C(C2)Nc2ccccc2NC3c2ccc(OCc3ccccc3)c(OC)c2)cc1 (stereo not given)	6.0%	0.1%
Cc1cc(C(=O)NCCCn2ccnc2)ccc1[N+](=O)[O-]	0.6%	3.9%
CCC(CC)C(=O)Nc1cc(C(=O)OC)cc(C(=O)OC)c1	-7.6%	-1.9%
Brc1ccccc1-c1nc(-c2cccnc2)no1	-0.7%	1.7%
COC(=O)CCc1c(C)c(C#N)c2nc3ccccc3n2c1N1CCCC1	-13.5%	1.9%
CCCCn1c(CCNC(=O)CC)nc2ccccc21	-3.2%	0.1%
Cc1ccc(C2=NN(C(=N)SC3CC(=O)N(c4ccc(F)cc4)C3=O)C(c3ccc(Br)cc3)C2)cc1 (stereo not given)	0.5%	2.9%
Cc1noc(/C=C/c2ccco2)c1S(=O)(=O)N1CCC(C(=O)NCc2ccco2)CC1	-7.6%	1.4%
Cc1cc2c(C)nc(-c3ccccc3)nc2o1	-7.8%	2.5%
O=C(Nc1ccc2oc(-c3ccc(F)cc3)nc2c1)c1ccccc1I	-1.8%	-0.3%
COCCNC(=O)/C(=C/c1ccc(C(C)C)cc1)NC(=O)c1ccccc1	1.9%	3.8%
CCOC(=O)C1=C(CN2CCN(c3ccc(F)cc3)CC2)NC(=O)NC1c1cccs1 (stereo not given)	-8.4%	-3.7%

Arranged by value in Hsp70 displacement (low to high): four from the list above
SMILES	Rat MKP-3 inhibitors	Hsp70 displacement
O=C(Nc1ccc2oc(-c3ccc(F)cc3)nc2c1)c1ccccc1I	-1.8%	-0.3%
CCCCn1c(CCNC(=O)CC)nc2ccccc21	-3.2%	0.1%
COC(=O)CCc1c(C)c(C#N)c2nc3ccccc3n2c1N1CCCC1	-13.5%	1.9%
COCCNC(=O)/C(=C/c1ccc(C(C)C)cc1)NC(=O)c1ccccc1	1.9%	3.8%

New compounds follow:
SMILES	Rat MKP-3 inhibitors	Hsp70 displacement
O=C(O)C1CCCCC1C(=O)Nc1ccc2c(c1)OCCO2 (stereo not given)	-0.3%	1.4%
COc1ccccc1-c1cc(C(=O)NCCc2ccccc2)no1	nt	-6.0%
COc1ccc(C(=S)N2CCN(c3cccc(Cl)c3)CC2)cc1	-0.8%	3.4%
COc1ccc(-c2nnn(CC(=O)c3c[nH]c4ccccc34)n2)cc1OC	-12.5%	-10.6%
O=S(=O)(c1cc(Cl)ccc1Br)N1CCOCC1	-10.9%	-5.7%
COCCN1C(=O)c2ccccc2C(C(=O)NCC2CCCO2)C1c1c[nH]c2ccccc12 (stereo not given)	4.2%	-2.7%
Cc1ccc2c(c1)NC(c1ccc(Cl)cc1)C1=C(CC(C)(C)CC1=O)N2 (stereo not given)	-0.7%	-3.1%
COc1ccc(C)cc1NC(=O)COc1cccc2ccccc12	-7.4%	2.0%
CC(=O)Nc1ccc(S(=O)(=O)N2CCN(CCCOc3cc(C)ccc3C)CC2)cc1	0.7%	3.9%
COc1ccc(OC)c(S(=O)(=O)N2CCC(C)CC2)c1	-0.1%	-0.4%
O=c1c2c3c(sc2nc(SCc2ccccc2Cl)n1-c1ccccc1)CCC3	0.0%	-1.1%
CC1CCCC(NC(=O)Cn2cc3c(n2)CCCCC3)C1C (stereo not given)	-2.2%	6.4%
CCOc1cccc(C(=O)Nc2nc(-c3ccc(F)cc3F)cs2)c1	0.7%	-1.1%
COc1ccccc1CNC(=O)C1CCN(S(=O)(=O)c2cccc3cccnc23)CC1	-6.4%	0.2%
CCOC(=O)c1c(N)sc(C)c1-c1ccc(Cl)cc1	4.8%	-4.9%
COc1ccc(NC(=O)COc2ccccc2C#N)c(S(=O)(=O)N2CCCCC2)c1	-6.6%	-2.5%
Oc1ccc(Br)cc1-c1nc2cnccn2c1NC1CCCC1	8.5%	10.6%
CC1CCCN(C(=S)SCC(=O)c2cc(Br)cc(Br)c2O)C1 (stereo not given)	-1.4%	1.2%
CSc1nc2ccc(Cl)cc2[nH]1	nt	-2.6%
C=CCN1C(=O)/C(=C\c2ccc(OCc3ccccc3)cc2)SC1=S	4.4%	-0.2%
O=S(=O)(NCc1cccs1)c1cccc(S(=O)(=O)N2CCCCC2)c1	-8.1%	-3.6%
Cc1ccc(C(=O)c2ccc([N+](=O)[O-])cc2)c(C)c1	-2.3%	3.8%&-1.0%
CC(C)CCn1c(SCCc2ccccc2)nc2c1c(=O)[nH]c(=O)n2C	-11.5%	0.8%
COc1cccc(/C=C/C(=O)c2ccc(Cl)cc2)c1	4.7%	0.7%

Next section
| Molecule | Rat MKP-3 inhibitors | Hsp70 displacement |
| --- | --- | --- |
| COc1cc(C(=O)Nc2nnc(CC(=O)N3CCOCC3)s2)cc(OC)c1OC | 4.9% | 3.4% |
| CCCS(=O)(=O)N1CCN(C(=O)c2ccc(-c3ccccc3)cc2)CC1 | 6.8% | nt |
| CCSc1nc(O)c(C2OC(=O)c3c2ccc(OC)c3OC)c(=O)n1CC (stereo not given) | -3.1% | 2.4% |
| CCCS(=O)(=O)N1CCC(C(=O)N2CCN(C(=O)OCC)CC2)CC1 | -11.8% | -1.1% |
| CCc1ccc(-c2cc(C(=O)N3CCN(c4ccc(F)cc4)CC3)c3ccccc3n2)cc1 | 7.7% | -3.7% |
| COc1ccc(C(c2nnnn2Cc2ccccc2)N2CCN(c3ccccc3)CC2)cc1 (stereo not given) | -3.5% | 3.4% |
| CC(C)N1C(=O)c2ccccc2C1C(=O)NC1CCCCCC1 (stereo not given) | -7.9% | 0.6% |
| Cc1nc2cc(CO)ccc2n1C | 1.5% | nt |
| CC(=O)Nc1nnc(SCc2ccccc2F)s1 | nt | 4.6% |
| Cn1c(/C=C/c2ccc3c(c2)OCO3)nc2ccccc2c1=O | -3.1% | 4.6% |
| CN1CCc2c(sc3c2C(=O)NC(c2ccc(-c4cccc(Cl)c4)o2)N3)C1 (stereo not given) | 5.9% | -22.5% |
| COc1cc(SC)ccc1C(=O)Nc1ccccc1 | nt | 3.8% |
| COc1ccc(CC/C(=N\O)C2(O)CCCCC2)cc1 | 3.4%&-2.7% | 7.0%&3.5% |
| COC(=O)Cc1c(C)nc2nc(NCc3ccccc3OC)[nH]n2c1=O | nt | -4.8% |
| Cc1cnn(C(=S)NCCc2ccccc2)c1 | -7.2% | -2.0% |
| O=C(CCSc1ccccc1)N1CCN(C(=O)c2ccco2)CC1 | -6.9% | -3.1% |
| COc1ccc(-c2[nH]ncc2C=O)cc1OC | 2.6% | -2.8% |
| CC(C)(C)c1cnnn1-c1ccc(NC(=O)c2ccc3c(c2)OCO3)cc1 | -6.9% | -4.0% |
| Cc1c(C(=O)O)sc(=S)n1-c1ccccc1 | 1.6% | -3.2% |
| O=C1OC(c2ccc(Cl)cc2)=C/C1=C\c1cccnc1 | 5.5% | -2.1% |

Complete entries from above. Order of values: Rat MKP-3 inhibitors | Hsp70 displacement
Record of `Cc1noc(/C=C/c2ccco2)c1S(=O)(=O)N1CCC(C(=O)NCc2ccco2)CC1` → -7.6% | 1.4%
Record of `CC(=O)Nc1ccc(S(=O)(=O)N2CCN(CCCOc3cc(C)ccc3C)CC2)cc1` → 0.7% | 3.9%

(cont.)
| Molecule | Rat MKP-3 inhibitors | Hsp70 displacement |
| --- | --- | --- |
| O=C(Nc1ccccc1)NC1(C(=O)NCc2ccc3c(c2)OCO3)CCCCC1 | -11.4% | -5.7% |
| COc1cc(-c2nnc(-c3ccncc3)o2)ccc1OCc1ccccc1 | -6.8% | -0.5% |
| O=C(NCCCN1CCOCC1)/C(=C/c1ccc(-c2cccc(Cl)c2)o1)NC(=O)c1ccccc1 | 5.2% | -3.5% |
| Cc1ccc(CN2C(=O)CCC2C(=O)NCCN2CCOCC2)cc1 (stereo not given) | 5.3% | 0.6% |
| COC(=O)c1c[nH]n2c(=O)cc(C)nc12 | 2.3% | 8.5% |
| CC(=O)Nc1ccc(N(C(=O)c2cnccn2)C(C(=O)NC2CCCCC2)c2ccc(O)cc2)cc1 (stereo not given) | -6.9% | 4.7% |
| Cc1ccc(C(=O)C2C(=O)c3ccccc3C2=O)cc1 | nt | 4.5% |
| COC(=O)c1ccc(-c2ccc(/C=C3/SC(=S)N(Cc4ccccc4)C3=O)o2)cc1 | -2.2% | -5.3% |
| Cc1ccc(/C=C/c2nc3sc(C(=O)O)c(C)c3c(=O)[nH]2)cc1[N+](=O)[O-] | 8.48µM* | nt |
| O=C(Nc1ccccc1)c1cc(-n2cnnc2)ccc1Cl | nt | -6.0% |
| O=C(CNS(=O)(=O)c1ccc(F)cc1)N1CCN(c2ccc(F)cc2)CC1 | 0.6% | 2.2% |
| Cc1ccccc1NC(=O)c1c(NC(=O)c2ccc([N+](=O)[O-])cc2)sc2c1CCCCC2 | 0.2% | 2.8% |
| Cc1cc(=O)oc2cc(OCC(=O)OCc3ccccc3)ccc12 | 3.2% | 2.0% |
| Cc1cc(/C=N/N2C(=O)c3ccccc3C2=O)c(C)n1-c1ccc(N(C)C)cc1 | 1.6% | -3.3% |
| Cc1nc2cc(C(=O)O)ccc2n1C1CCCCC1 | nt | -1.6% |
| COc1ccc(C(=O)CSc2nnc(-c3ccco3)n2-c2ccccc2)cc1 | 4.2% | -3.0% |
| COc1ccc(S(=O)(=O)N2CCN(C3CCC(C)CC3)CC2)cc1 (stereo not given) | 2.7% | -1.2% |
| Cc1nnc(N(CCC(N)=O)CCC(N)=O)s1 | -1.3% | 3.4% |
| Cc1ccc(CNC(=O)CN(c2cccc([N+](=O)[O-])c2)S(=O)(=O)c2ccccc2)cc1 | -0.8% | 7.3% |
| O=C(/C=C/Nc1ccccc1F)c1ccc(Br)cc1 | 4.5% | -2.5% |
| Cc1ccccc1Nc1nc(N)nc(COC(=O)c2cccn2C)n1 | 5.8% | 1.6% |
| O=C(CC1Sc2ccc(C(F)(F)F)cc2NC1=O)Nc1ccccc1F (stereo not given) | 1.1% | 1.2% |
| O=C(/C=C\c1cccs1)c1cccc([N+](=O)[O-])c1 | -5.5% | -1.8% |
| COc1ccc(Cl)cc1C(=O)Nc1cccc(-c2nc3ncccc3o2)c1C | 2.5% | -3.4% |
| CCN(CC)S(=O)(=O)c1ccc(NC(=O)CSc2nnc(-c3ccc(F)cc3)o2)cc1 | 2.7% | 3.0% |
| CNS(=O)(=O)c1ccc(OC)c(-c2nnc3c4ccccc4c(C)nn23)c1 | nt | 0.1% |
| C=CCn1c(=O)c(C(=O)Nc2ccccc2C(=O)OCC)c(O)c2ccccc21 | -5.7% | 6.1% |
| COCC(=O)N(Cc1cc2cc(OC)ccc2[nH]c1=O)c1ccccc1OC | -0.1% | -1.0% |
| CN(C)C(=O)CSc1nnc(CCN)o1 | -13.7% | 7.7% |
| COc1cc(CN2CCC(C(=O)N3CCCC(C)C3)CC2)cc(OC)c1O (stereo not given) | nt | 7.4% |
| Cc1cc(N2C(=O)NC(=O)/C(=C/c3cc4c(cc3[N+](=O)[O-])OCO4)C2=O)ccc1Br | 5.5% | -3.2% |
| CCN(CC)CC(=O)c1c[nH]c2ccccc12 | -4.2% | -3.1% |
| O=C(COc1ccccc1)NNC(=O)COc1ccc(Br)cc1 | 1.9% | 6.7% |
| Cc1cccc(OCC(=O)Nc2ccc(N3CCN(S(C)(=O)=O)CC3)cc2)c1 | -13.3% | -7.0% |
| CCN(CC)S(=O)(=O)c1cccc(C(=O)Nc2ccc(Cl)cc2)c1 | 4.6% | -3.9% |
| CCCc1nc(SC2CCCC2)c2c(=O)n(C)c(=O)n(C)c2n1 | -3.9% | 2.3% |
| O=C(CSc1nnc2c(n1)[nH]c1ccc(F)cc12)OCc1ccccc1 | -14.8% | 1.9% |
| O=C(NCC(=O)N(Cc1cccs1)C(C(=O)NC1CCCCC1)c1ccco1)c1cccs1 (stereo not given) | nt | 1.0% |
| Cn1c(=O)c2c(nc(Sc3nc4ccccc4n3CC(=O)N3CCCCC3)n2C)n(C)c1=O | -10.4% | 0.2% |
| O=C(Cn1cc2c(n1)CCCC2)N1CCc2ccccc21 | -5.9% | nt |
| COc1ccc(-c2nn(-c3ccccc3)cc2C(=O)n2nnc3ccccc32)cc1 | nt | 5.2% |
| CCOc1ccc(CCn2c(-c3ccco3)nc3ccccc3c2=O)cc1OCC | nt | -0.1% |
| CCOC(=O)C1=C(C)N=C2SCCC(=O)N2C1c1sccc1C (stereo not given) | -1.6% | 1.5% |
| O=[N+]([O-])c1ccc(N2CCOCC2)nc1 | -1.6% | -0.6% |
| CCc1ccc(S(=O)(=O)Nc2c([N+](=O)[O-])ccc3ccccc23)cc1 | 4.1% | -1.7% |
| Cn1c(-n2c(-c3ccco3)nc3ccccc3c2=O)nc2ccccc21 | 1.0% | -2.2% |
| Cc1ccc[n+](CC(=O)c2ccc(-c3ccccc3)cc2)c1 | 2.3% | -1.4% |
| COc1cccc(NS(=O)(=O)c2ccc(OC)c(Br)c2)c1 | 3.0% | -1.7% |

Not all compounds are listed; rates above refer to the full screens.
